# Nrf2 activator: Nrf2 pathway activation. AREc32 ARE-luciferase reporter (MCF7-derived line), luminescence, 24 h. Potency, µM (series often up to 46.1 µM), for the others: at the top dose activation, most hits filed as activators. 410,000 tested, 0.31% active. AID 624171; also: potency is read from the fitted curve at half-maximal effect; % of control where 0% means no effect; nearly all actives have a fitted effect of over 65% in size
#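 AREc32 cells carrying an ARE-driven firefly luciferase, 1000 cells/well in OPTI-MEM with 5% FBS, dosed after overnight attachment and incubated 24 hr at 37 deg C. Steady-Glo luminescence read after 30 min at RT.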
# Mm-Cpn inhibitor: blocks the Methanococcus maripaludis chaperonin Mm-Cpn; AID 504842; 330,000 tested, 0.031% active; Potency, µM (titrated, usually from 76.9 µM), for inactives: at the highest dose activity, negative = inhibition, actives largely listed as inhibitors; purified Mm-Cpn ATPase, ADP Transcreener TR-FRET; also: potency is read from the fitted curve at half-maximal effect; % is scaled to controls: 0 for no effect and ±100 for the full control effect; nearly all actives have a fitted effect of over 80% in size
#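 Measured: ADP formation by purified Mm-CPN. Conditions: 25 nM protein, 10 uM ATP, Tris pH 7.4 with Mg2+, K+ and DTT, 37°C for 30 min. Detection: Transcreener HTRF after 30 min at room temperature.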
# Abeta rescue: A-beta toxicity reversal in yeast; yeast expressing A-beta42, growth rescue, OD600, 48 h; response scale: 0% DMSO, 100% iron-clioquinol control; Potency, µM (highest dose often 46.1 µM), inactives show at the highest dose growth rescue, usual class: activators; 410,000 tested, 0.063% active; AID 1347071; also: potency is read from the fitted curve at half-maximal effect; nearly all actives have a fitted effect of over 55% in size
#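 Yeast growth medium received pinned compounds, then yeast cells expressing toxic A-beta were added; plates incubated at 30 C for 48 hr. Growth read as absorbance at 600 nm, normalized to DMSO and equimolar FeCl3 plus clioquinol controls.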
# A549 tox: kills or reduces viability of A549 cells in Nrf2 counter-screen; Potency, µM (doses to about 46 µM), for the others: at the highest dose activity change, negative = cytotoxicity, usual class: inhibitors; A549 ARE-Fluc cells, CellTiter-Fluor viability, 18-24 h; 390,000 tested, 0.16% active; also: potency is read from the fitted curve at half-maximal effect; % is scaled to controls: 0 for no effect and ±100 for the full control effect
#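 Cytotoxicity counterscreen: CellTiter-Fluor fluorescence was measured in A549 ARE_Fluc cells after 18-24 h of compound exposure in a concentration series. The subsequent BugLite luminescent read reports ARE-luciferase activity.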
# HepG2 tox: kills HepG2 cells in TGF-b inhibitor counter-screen; HepG2 CAGA-GFP viability, ATP luminescence, 18 h; Potency, µM (titrated, usually from 46.1 µM), inactives show at the highest dose activity change, negative = cytotoxicity, actives largely listed as cytotoxic; 410,000 tested, 0.76% active; also: potency is read from the fitted curve at half-maximal effect; some results filed as inactive show a strong effect at the top dose
#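 HepG2 CAGA-GFP cells (1000/well, DMEM with 1% FBS) received compound, then TGF-beta at 500 pg/mL final, and were incubated 18 hours at 37 degrees C. Viability was read by CellTiter-Glo luminescence. Media-only wells were set as complete cell-killing and DMSO as no toxicity.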
# TGFb inhibitor: TGF-b pathway inhibition | 410,000 tested, 1.2% active | AID 588855 | Potency, µM (doses to about 46.1 µM), without a hit: at the top dose activity, negative = inhibition, most hits filed as inhibitors | HepG2 CAGA-GFP TGF-b/SMAD3 reporter, GFP fluorescence, 18 h; TGF-beta stimulated, 500 pg/mL final; also: potency is read from the fitted curve at half-maximal effect; % is scaled to controls: 0 for no effect and ±100 for the full control effect; nearly all actives have a fitted effect of over 65% in size
#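 Per well, imaged GFP fluorescence of HEPG2 CAGA-GFP cells gives the signal; cells get compound, then TGF-beta (500 pg/mL final), 18 h at 37 degrees C; %Activity versus -TGF-beta and +DMSO controls.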
# pAkt inh: Akt phosphorylation inhibition; Neuro2A IGF-stimulated pAkt S473 HTRF, 20 min; stronger effect = lower value; activity change, % for hits at 50 µM; 360,000 tested, 0.32% active; AID 651550; in the data active = activity change below about -80%; inconclusive = mostly about -51% to -80%; also: % is scaled to controls: 0 for no effect and ±100 for the full control effect
#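 Neuro2A cells in DMEM with 0.5% FBS, overnight at 37 deg C, given compound at single 50 µM final, then IGF (6 nM final) for 20 min at 37 deg C. Lysed; phospho-Akt Ser473 by HTRF after 24 h, 665/615 ratio.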
# Nrf2 inh: Nrf2 pathway inhibition. A549 ARE-Fluc reporter, luciferase luminescence, 18-24 h. Potency, µM (doses to about 46 µM), without a hit: at the top dose activity change, negative = inhibition, most hits filed as inhibitors. 360,000 tested, 2.1% active. AID 504444; also: potency is read from the fitted curve at half-maximal effect; % is scaled to controls: 0 for no effect and ±100 for the full control effect; nearly all actives have a fitted effect of over 60% in size
#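 Nrf2 activity is the BugLite luminescence, read 15 min after reagent at room temperature, following CellTiter-Fluor cytotoxicity readout (30 min, 37C). Compound titrations were applied for 18-24 h to 5000 A549 ARE_Fluc cells/well in 5% FBS OPTI-MEM.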
# CCT chaperon mod: changes cytosolic chaperonin activity; 360,000 tested, 0.3% active; activity change, % (no concentration beside the values), hits read low; purified chaperonin ATPase assay, HTRF ADP detection, 30 min; in the data active = activity change below about -30%; also: % is scaled to controls: 0 for no effect and ±100 for the full control effect
#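 First, chaperonin was dispensed at 40 nM or 20 nM final depending on batch activity. Next, compounds were pinned at 76 uM and ATP added at 10 uM. After 30 min at 37 °C, ADP detection reagents ran 30 min at ambient temperature.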
# Numbers without * were called inactive; i = inactive; ? = inconclusive; · = no result given; & = joins results of further samples; [ ] = dose if it differs, or a comment. Unless noted, calls follow the shape of the dose curve; as a rule, active = well fitted curve in the direction sought with a large enough effect; inconclusive = small, poorly fitted or top-dose-only effect, or another doubt; inactive = no such curve, though single readings can be large; an effect the other way counts as inactive or inconclusive.
SMILES,Nrf2 activator,Mm-Cpn inhibitor,Abeta rescue,A549 tox,HepG2 tox,TGFb inhibitor,pAkt inh,Nrf2 inh,CCT chaperon mod
CCc1ccc(N2C(=O)CSC23C(=O)N(Cc2cccc(F)c2)c2ccccc23)cc1 (stereo not given),-1.4%,·,-12%,0%,-1%,1%,·,-8%,·
CC(NC(=O)CN1C(=O)COc2ccc(Cl)cc21)c1ccccc1 (stereo not given),0.5%,·,1%,1%,-27%,-6%,·,-6%,·
N#CCSc1nc2ccccc2c(=O)n1CCC(=O)NC1CCCCC1,-0.2%,1%,18%,-15%,8%,?,i,?,1.3
CCOC(=O)C1=C(CNCCOc2ccc(OC)cc2)NC(=O)NC1c1ccc2c(c1)OCO2 (stereo not given),0.3%,-4%,1%,-1%,-1%,-1%,i,?,-5.1
Cc1c(Br)cc(C(=O)N2CCN(CCO)CC2)c(C)c1C,-0.3%,1%,20%,-2%,-4%,-11%,i,0%,0.6
O=C(NCc1cccnc1)c1ccc(S(=O)(=O)N2CCCCCC2)cc1,0.5%,2%,3%,3%,3%,7%,i,-28%,-3.3
O=C1NC(=O)/C(=C/c2ccccc2OCc2ccccc2)S1,13%,-1%,-6%,1%,2%,7%,i,-14%,-1.6
CCCc1cc(=O)[nH]c(SCC(=O)N2c3ccccc3NC(=O)C2(C)C)n1,-0.1%,2%,0%,4%,-15%,12%,i,?,-1.2
COc1ccc(N(CC(=O)N/N=C/c2cccc3c2OCCO3)S(=O)(=O)c2ccc(NC(C)=O)cc2)cc1,0.4%,0%,-1%[9.22 µM],-1%,-4%,-7%,i,·,0.8
Cc1ccsc1C(=O)OCC(=O)c1ccc[nH]1,5.2%,2%,4%,1%,-11%,-15%,i,?,-3.5
Cc1cc(C(=O)CSc2ccc(F)cc2)cc(C)c1OC(=S)N(C)C,0.2%,0%,23%,6%,-12%,-3%,i,?,-1.2
CCOc1ccc(NC(=O)Nc2cc(C)ccc2OC)cc1,2.9%,-1%,5%,-10%,-37%,?,i,-25%,1.1
COc1cccc(CSc2nc3nc(C)cc(C)n3n2)c1,1.7%,-2%,2%,6%,-6%,14%,i,3%,-0.4
Cn1cnnc1Sc1ccc(/C=C(\CC(=O)O)c2nc3ccccc3s2)cc1[N+](=O)[O-],0.0%,-1%,-1%,-9%,15%,10%,i,4%,-0.9
CN(C)c1ccc(/C=N/NC(=O)c2nnn(-c3nonc3N)c2CN2CCCCCC2)cc1,0.0%,·,11%,2%,-35%,-23%,i,-12%,2.5
COc1ccc(N2CC(NC(=O)/C=C\c3ccccc3)CC2=O)cc1 (stereo not given),0.3%,·,-14%,19%,-12%,-27%,·,·,·
CC(C)(C)SCCNC(=O)COc1ccccc1,-0.7%,-1%,-14%,6%,-13%,-6%,i,?,0.8
Cc1nc2ccc(C(=O)NCCCn3ccnc3)cn2c1N(C)C(=O)CCc1ccccc1,-1.2%,·,-5%,·,4%,?,i,·,-0.3
COCc1c(C(=O)OCC(=O)c2ccc[nH]2)oc2ccccc12,1.9%,-2%,-8%,-1%,-10%,0%,i,28%,-1.5
CC(C)OC(=O)c1cc(NC(=O)c2nn(C)cc2Br)cc(C(=O)OC(C)C)c1,-0.2%,-3%,2%,0%,-25%,0%,i,?,-1.7
Cc1ccc(S(=O)(=O)NCCOc2nc(N(C)C)nc(N(C)C)n2)cc1,-0.5%,-1%,14%,-3%,-26%,?,i,-3%,-2.3
Cc1cc(C(=O)N2CCN(c3ccc([N+](=O)[O-])cc3)CC2)c(C)o1,2.3%,-19%,4%,-25%,1%,-10%,i,?,-0.6
COc1ccc(NC(=O)O[C@@H](C)[C@@H]2CN3CCc4c([nH]c5ccc(-c6ccc(OC)cc6)cc45)[C@@H]3C[C@@H]2N(C)C(=O)Nc2ccc(OC)cc2)cc1,-0.9%,·,9%,·,-41%,?,i,·,1.3
CCOC(=O)CSc1c(-c2ccccc2)c2cc(Cl)ccc2[nH]c1=O,-0.2%,-5%,5%,-13%,0%,-2%,i,?,0.9
CS/C(=N\S(=O)(=O)c1cccs1)Nc1ccc(Cl)cc1,5.0%,3%,-40%[inhibitor],12%,11%,?,i,3%,-2.0

# Going on with the list:
SMILES,Nrf2 activator,Mm-Cpn inhibitor,Abeta rescue,A549 tox,HepG2 tox,TGFb inhibitor,pAkt inh,Nrf2 inh,CCT chaperon mod
O=C(COc1ccc(Cl)cc1)NCc1nnc(SCC(=O)NCCc2ccccc2)o1,-0.1%,-1%,-2%,2%,0%,10%,i,1%,-1.8
CC(C)c1ccc(C(=O)OCC(=O)c2c(N)n(C)c(=O)n(C)c2=O)cc1,2.1%,1%,2%,-8%,-49%,-24%,i,?,-0.8
CCCC1=Nc2cc(C(=O)NCCCOCC)ccc2Sc2ccccc21,3.5%,0%,23%,?,-19%,?,i,0%,1.0
CC(O)Cc1cn(CC(=O)N2CCNCC2)nn1 (stereo not given),0.7%,1%,-12%,6%,-9%,8%,i,5%,-3.1
S=C1NCN(CCc2ccccc2)CN1Cc1ccccc1,0.2%,2%,?,26%,-8%,-19%,i,-4%,-3.5
CCCCC1=CC2=C(c3ccco3)C(=O)C(C)(OC(=O)c3ccc(OC)cc3)C(=O)C2=CN1C(CO)CO (stereo not given),-0.9%,-1%,-8%,-7%,-14%,-6%,i,5%,-0.5
C=C(C)C(C)(C#CCN1CCCC1)OC(C)=O (stereo not given),-1.0%,-1%,-2%,-1%,-3%,-2%,·,·,-3.4
CCc1nnc(NC(=O)c2ccc(NC(=O)C(C)C)cc2)s1,4.1%,-3%,1%,6%,0%,14%,i,6%,-0.2
O=C(CN1C(=O)c2ccccc2S1(=O)=O)N1CCN(c2ccc(F)cc2)CC1,-0.5%,3%,2%,-1%,-4%,5%,i,-22%,-2.7
O=C(NCC1CC1)c1ccc2sc([C@H]3C[C@H](O)[C@@H](CO)O3)nc2c1,1.0%,·,13%,·,-6%,8%,·,·,1.8
CC1CCN(C(=O)Cn2nnc(-c3ccccc3)n2)CC1,4.8%,3%,-10%,-2%,-28%,4%,i,?,1.9
COc1cc([N+](=O)[O-])ccc1NC(=O)C[n+]1ccccc1C,0.1%,0%,2%,-12%,2%,-3%,i,?,-2.2
CCCCCCCCCCCC1=C(O)C(=O)C=C(O)C1=O,0.1%,·,-69%[inhibitor],2%&3%,-68%&13%,?,i,-30%&15%,-2.7
COCCN(C(=S)Nc1c(C)cc(C)cc1C)C(C)c1cccs1 (stereo not given),-1.2%,-2%,?,14%,-26%,-6%,i,12%,-1.6
CCOC(=O)COc1ccc2nsnc2c1,-0.2%,-26%,10%,-1%,3%,9%,i,·,-1.7
Cc1nn(C(=O)C2CC2)c(C)c1Sc1ccc(Cl)cc1,-0.2%,1%,26%,-5%,-4%,11%,i,1%,0.3
C=C(C)CSc1nc2sc3c(c2c(=O)n1-c1ccccc1)CC(C(C)C)OC3 (stereo not given),0.4%,·,-11%,3%,0%,13%,·,-10%,·
COC(=O)c1c(NC(=O)c2cc3nc(-c4ccc(OC)cc4)cc(C(F)(F)F)n3n2)sc2c1CCCC2,0.0%,·,-11%,-4%,3%,1%,·,·,·
CCOc1cc(/C=C2\CN(C)C/C(=C\c3ccc(O)c(OCC)c3)C2=O)ccc1O,?,-7%,-6%,13µM*,-55%,?,i,21µM*,0.1
COc1ccccc1C(=O)NNC(=O)c1ccccc1[N+](=O)[O-],23%,0%,5%,1%,5%,-1%,i,6%,-0.4
Nc1c(-c2ccc(Cl)cc2)cnn1-c1cc(C(F)(F)F)cc(C(F)(F)F)c1,0.1%,-2%,1%,2%,13%,-10%,i,-26%,1.5
COc1cc(-c2nnc(SCC(=O)c3cc(C)n(CC4CCCO4)c3C)o2)cc(OC)c1OC (stereo not given),-0.1%,-5%,0%,10%,-23%,-2%,i,-18%,-1.6
COc1cc(-c2nnc(SCC(=O)Nc3ccc(C(=O)O)cc3)o2)cc(OC)c1OC,0.0%,-1%,13%,3%,-5%,9%,i,-6%,-2.2
CN(CC(=O)Nc1ccccc1Cl)C(=O)CN1C(=O)NC(c2ccccc2)(c2ccccc2)C1=O,0.4%,0%,-17%,4%,-24%,-23%,i,-7%,0.6
Cc1ccc(C2=NCCn3c2c2ccccc2[n+]3[O-])cc1,3.5%,-1%,28%,-1%,2%,-1%,i,19%,0.4
Cc1ccc(O)c(Cc2cc(C)cc(Cc3cc(C)ccc3O)c2O)c1,-0.3%,·,14%,·,-89%,22µM*,i,·,1.1
Cn1cc(CNC(=O)c2cc(COc3ccc4c(c3)CCCC4)on2)cn1,-0.5%,-4%,10%,-6%,-27%,0%,i,1%,-0.4
COc1ccc(NC(=O)CSc2nnc3c(C)cc4ccccc4n23)cc1,-1.0%,·,-4%,-1%,10%,33%[activator],·,·,·
Cc1cc(C)c(NC(=O)CSc2nc(=O)[nH]c3c2CCCC3)c(C)c1,0.1%,·,-15%,2%,3%,3%,·,·,·

# Some of the entries so far, with values under each structure:
# Results follow in this order: Nrf2 activator	Mm-Cpn inhibitor	Abeta rescue	A549 tox	HepG2 tox	TGFb inhibitor	pAkt inh	Nrf2 inh	CCT chaperon mod
- C=C(C)CSc1nc2sc3c(c2c(=O)n1-c1ccccc1)CC(C(C)C)OC3 (stereo not given)
  0.4%	·	-11%	3%	0%	13%	·	-10%	·
- COC(=O)c1c(NC(=O)c2cc3nc(-c4ccc(OC)cc4)cc(C(F)(F)F)n3n2)sc2c1CCCC2
  0.0%	·	-11%	-4%	3%	1%	·	·	·
- COc1ccccc1C(=O)NNC(=O)c1ccccc1[N+](=O)[O-]
  23%	0%	5%	1%	5%	-1%	i	6%	-0.4

# Screens as filed in PubChem BioAssay.
